Assay outcomes (PubChem BioAssay)
Yfh1-depleted yeast – mitochondrial function rescue without frataxin homolog – Friedreich's ataxia, plus single-dose screen, dose response (AID 1465); S. cerevisiae Yfh1-off respiration, WST-1 reduction, 72 h; higher fold induction means a stronger effect; fold induction at 50 µM, or EC50 in µM where a hit was titrated; hit rate 0.074% among 220,000;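 active = fold induction of absorbance versus untreated yeast above a set limit, then at least 30% activation at any dose in follow-up; inconclusive = repeats straddling the limit, or above it without dose testing; inactive = fold induction below the set limit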;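 note: activators that raise dye reduction in frataxin-depleted yeast; strong numbers were not always called active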
NOD1 NF-kB reporter – inhibition of NOD1-driven NF-kB reporter – cell-based, luminescence, uHTS, primary screen (AID 1578); hit rate 1% among 290,000; one-dose inhibition, % at 4 µM; EC50 in µM for titrated hits; NOD1-driven NF-kB luciferase reporter cells, luminescence; higher % means a stronger effect; in the data active = inhibition mostly above about 36%, no sharp cut-off; inactive = mostly below about 34%;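 note: HEK-293T reporter cells stimulated with the NOD1 agonist gamma-tri-DAP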
West Nile antiviral – West Nile virus antiviral activity, cell-based, CPE readout (AID 1621); one-dose CPE inhibition, % at 10 µM; IC50 in µM for titrated hits; West Nile virus-infected cells, CPE inhibition; higher % means a stronger effect; hit rate 0.02% among 290,000; in the data active = a potency from the dose series; inconclusive = CPE inhibition mostly from about 3.7% at the one dose, without a potency; inactive = the rest, 99 in 100 with CPE inhibition below about 2.2%; note: strong numbers were not always called active
Dengue-2 NS5 capping – Dengue-2 NS5 methyltransferase inhibitors, primary screen, biochemical, confirmation dose response (AID 588689); Dengue-2 NS5 methyltransferase capping enzyme assay, biochemical; higher % means a stronger effect; inhibition, % at 25 µM; hits with a dose series show IC50 in µM; hit rate 0.3% among 340,000; in the data active = a potency from the dose series; inconclusive = inhibition above about 29% without an active follow-up result
KOR beta-arrestin-1 – KOR agonists, beta-arrestin recruitment, primary screen, cell-based, luminescence, uHTS (AID 1777) | hit rate 0.02% among 280,000 | one-dose activation, % at 10 µM; EC50 in µM for titrated hits | KOR beta-arrestin recruitment, luminescence; higher % means a stronger effect; in the data active = activation above about 50%, passing the limit was not always enough; note: a part of the inactive calls stands beside numbers as strong as those of hits
KOR beta-arrestin-2 – KOR antagonists, beta-arrestin recruitment, cell-based, luminescence, uHTS (AID 1778); KOR beta-arrestin recruitment, luminescence, antagonist mode; higher % means a stronger effect; inhibition, % at 10 µM; hits with a dose series show IC50 in µM; hit rate 0.091% among 290,000; note: strong numbers were not always called active
NOD2 inhibition – inhibition of NOD2-driven NF-kB reporter – cell-based, luminescence, uHTS, HEK293 (AID 1566); HEK293 NOD2/NF-kB luciferase reporter, luminescence; higher % means a stronger effect; inhibition, % at 4 µM, or EC50 in µM where a hit was titrated; hit rate 0.63% among 290,000; note: many of its hits are not listed in these tables
AID2073 – disruptors of CaV2.2 binding to Mint1 – biochemical, HTRF (AID 2073); inhibition, % at 20 µM, or IC50 in µM where a hit was titrated; hit rate 0.19% among 290,000; HTRF protein-protein interaction, Mint1-CaV2.2; higher % means a stronger effect; in the data active = inhibition mostly above about 51%, no sharp cut-off; inconclusive = no clear call, values can overlap the other calls; inactive = mostly below about 53%; note: some results filed as inactive read as strong as hits
HIV fusion peptide – inhibitors of HIV fusion peptide binding, primary screen, biochemical, uHTS, fluorescence dequenching (AID 1986) | cell-free peptide binding, fluorescence dequenching, 30 min; higher % means a stronger effect | inhibition, % at 20 µM, or IC50 in µM where a hit was titrated | hit rate 0.3% among 290,000; in the data active = inhibition mostly above about 52%, no sharp cut-off; inactive = mostly below about 76%; note: some results filed as inactive read as strong as hits
Active calls of the source: *; i = inactive; ? = inconclusive; . = not tested or not shown; [ ] = remark or other dose. Cut-off read from the data, not from the text of the source, unless noted: active = inhibition above about 50%; inactive = the rest. Only part of the results is shown; count on the stated rates, not on these rows.

The first 2 records (preview)
SMILES | Yfh1-depleted yeast | NOD1 NF-kB reporter | West Nile antiviral | Dengue-2 NS5 capping | KOR beta-arrestin-1 | KOR beta-arrestin-2 | NOD2 inhibition | AID2073 | HIV fusion peptide
Cc1ccccc1NC(=O)CN1CCN(Cc2ccccc2)CC1 | . | 1% | -0.7% | -9% | -3.8% | 4% | 7% | 11% | -0.6%
CCCN(CCC)CCNC(=O)CCC(=O)Nc1ccc2nc(N3CCOCC3)cc(C)c2c1 | . | -11% | 0.4% | 4% | -2.0% | 1% | -15% | 13% | -1.2%

The listing, from the first entry:
SMILES | Yfh1-depleted yeast | NOD1 NF-kB reporter | West Nile antiviral | Dengue-2 NS5 capping | KOR beta-arrestin-1 | KOR beta-arrestin-2 | NOD2 inhibition | AID2073 | HIV fusion peptide
Cc1ccccc1NC(=O)CN1CCN(Cc2ccccc2)CC1 | . | 1% | -0.7% | -9% | -3.8% | 4% | 7% | 11% | -0.6%
CCCN(CCC)CCNC(=O)CCC(=O)Nc1ccc2nc(N3CCOCC3)cc(C)c2c1 | . | -11% | 0.4% | 4% | -2.0% | 1% | -15% | 13% | -1.2%
O=C(NC1CCCN(Cc2ccccc2F)C1)c1cccc(N2CCCC2=O)c1 (configuration not stated) | . | -25% | -0.4% | -5% | -1.4% | -12% | -2% | 2% | -0.7%
COc1ccc(-n2c(C)cc(C)c(C(C)=O)c2=S)cc1 | i | -39% | -0.4% | 9% | -1.5% | -10% | 12% | -8% | 0.1%
CC(NC(=O)CSc1ncccn1)c1ccccc1 (configuration not stated) | i | 10% | -0.7% | -3% | -2.0% | -13% | 2% | 1% | -3.2%
COc1ccc(CCNC(=O)COC(=O)/C=C/c2cc(OC)c(OC)c(OC)c2)cc1OC | i | -20% | -0.4% | -4% | 1.1% | 3% | 9% | -4% | -0.6%
COc1cc(NC(=O)CCCl)cc(-n2cnnn2)c1 | i | -19% | -0.1% | -3% | -0.1% | -66%[20 µM] | -5% | 4% | -0.7%
Fc1ccc(N/N=C/c2cccnc2)c(F)c1 | i | -45% | -0.9% | -2% | -2.7% | 1% | -70% | -14% | -3.1%
O=C(NCCN1CCOCC1)c1cccc(S(=O)(=O)N2CCCCCC2)c1 | i | -20% | 0.3% | 6% | -2.8% | 20% | 6% | -3% | -1.9%
CCC(c1nnc(SCC(=O)Nc2c(F)cccc2F)n1Cc1ccccc1)N(C)C (configuration not stated) | . | -2% | -0.4% | -2% | 6.9% | 5% | 1% | 18% | 1.1%
CCOc1cc(NC(=S)Nc2ccccc2)c(OCC)cc1NC(=O)c1ccccc1 | i | 12% | 1.4% | -5% | 1.4% | 2% | 22% | 26% | 1.5%
O=C(COC(=O)c1cnccn1)c1ccc([N+](=O)[O-])cc1 | i | -1% | 0.9% | -2% | -2.3% | 21% | 15% | -59% | 0.7%
N#C/C(=C\Nc1ccccc1O)c1nc2ccccc2o1 | i | -14% | ? | -12% | 5.0% | -48% | -40% | 4% | 8.5%
Cc1cc(NC(=O)COC(=O)C2CCCN2C(=O)c2cccs2)no1 (configuration not stated) | i | 1% | 0.2% | -9% | -0.1% | -10% | 11% | 40% | -1.0%
Cc1cc(=O)[nH]c(N/N=C/c2cc(C)n(-c3ccccc3)c2C)n1 | i | -1% | -0.2% | -4% | 1.4% | -15% | -1% | 8% | -3.7%
Nc1cccc(Nc2nc(OC(C(F)(F)F)C(F)(F)F)nc(OC(C(F)(F)F)C(F)(F)F)n2)c1 | i | 10% | 0.8% | -8% | 1.8% | 23% | 5% | -8% | 2.6%
O=C(CN1C(=O)c2cccc3cccc1c23)Nc1ccc2c(c1)OCO2 | i | -21% | 1.0% | 0% | 3.6% | -15% | 4% | 19% | 2.0%
CN(C(=O)CCCN1CCCC1=O)C1CCCN(Cc2ccccc2F)C1 (configuration not stated) | . | -10% | -0.7% | -7% | -0.2% | -8% | 9% | 15% | 0.8%
Cc1ccc(N2CN(S(=O)(=O)c3cccc([N+](=O)[O-])c3)c3nc4ccccc4nc32)cc1 | . | -3% | 0.3% | -8% | 0.3% | -7% | 29% | 23% | 0.5%
Cc1ccc(NC(=O)c2c3c(nc4ccccc24)CCC3)cc1 | i | -6% | -0.2% | -5% | -5.4% | 11% | 7% | -7% | -2.1%
CCOc1cc(C#N)c(NC(=O)c2cccnc2)cc1OCC | i | 2% | -0.3% | -6% | 15% | -44% | -27% | 6% | -0.8%
Cc1ccnc(NS(=O)(=O)c2cccc([N+](=O)[O-])c2)c1 | i | 1% | 0.0% | -11% | 2.3% | -6% | 14% | -13% | 0.9%
CC(C)NC(=O)CC(=O)N/N=C/c1ccccc1F | i | 0% | 0.3% | 3% | 2.9% | -30% | 8% | 4% | -1.3%
CCCCSc1nnc(C)c(=O)[nH]1 | i | -23% | 0.6% | -2% | 7.2% | -18% | -11% | -4% | 1.9%
Cc1sc(NC(=O)c2ccco2)c(C(=O)c2ccc(Cl)cc2)c1C | i | -25% | -1.2% | 4% | 7.2% | -7% | -8% | -3% | 5.8%
Cc1nn(C)c(C(=O)NNC(=S)NCc2ccco2)c1Cl | i | -18% | 0.1% | 0% | -4.4% | -10% | 18% | -6% | 7.9%
Cc1c(OCC(=O)N[C@@H](Cc2ccccc2)C(=O)O)ccc2c1oc(=O)c1ccccc12 | . | -8% | -0.6% | -4% | 2.7% | -21%[20 µM] | 5% | 26% | 21%
O=C(CNS(=O)(=O)c1ccccc1)N/N=C/c1ccc(O)cc1 | i | -12% | 1.1% | -7% | 1.0% | -16% | 15% | 10% | -0.3%
CC(=O)NC(C)C(=O)OCC(=O)c1ccc(-c2ccccc2)cc1 (configuration not stated) | i | -13% | 0.1% | 0% | -5.3% | -2% | 2% | 20% | 3.9%
CC(=O)c1ccc(N2CCN(C(=O)C3CCN(S(=O)(=O)c4cccs4)CC3)CC2)cc1 | . | 17% | -0.5% | 4% | -2.8% | -6% | 7% | 0% | 0.9%
Cc1cc(/C=N/NC(=O)C(=O)NCc2ccccn2)c(C)n1-c1ccccc1 | i | 0% | -0.4% | -1% | 9.7% | 4% | 16% | -7% | -1.2%
COc1ccc(C(C(N)=O)c2ncc(C(F)(F)F)cc2Cl)cc1 (configuration not stated) | i | -25% | -0.3% | 4% | -6.1% | -10% | 4% | 7% | 1.3%
OCCN(CCO)CC(O)CN1c2ccccc2Sc2ccccc21 (configuration not stated) | . | 3% | -0.7% | -4% | -4.2% | . | 20% | 7% | -1.5%
O=C(Nc1cc(S(=O)(=O)Nc2ccc(Cl)cc2)ccc1N1CCCCC1)c1ccc(F)cc1 | i | 16% | -1.2% | 4% | 0.5% | 29% | 8% | 13% | 4.7%
COC(=O)c1c(C(=O)OC)c(-c2ccc(C(C)(C)C)cc2)n2c1CS(=O)C2 (configuration not stated) | i | -5% | -1.1% | -6% | -4.8% | 3% | 24% | -7% | -1.0%
COc1ccc(Nc2nccc(OC)c2C#N)cc1 | i | -8% | 0.1% | 5% | 2.9% | -3% | 16% | 0% | -2.4%
CN1/C(=C\C(=O)CSc2ncn[nH]2)C(C)(C)c2ccccc21 | i | 1% | ? | -11% | 0.1% | 15% | 10% | 0% | 5.4%
CS(=O)(=O)N1CCN(c2ccccc2NC(=O)c2cc3ccccc3o2)CC1 | . | -12% | 0.1% | -3% | 3.4% | -27% | -2% | 17% | -1.2%
CC(=O)N1CCN(c2ccccc2NC(=O)c2ccc(Br)o2)CC1 | . | -13% | 0.1% | -3% | -1.4% | 4% | -5% | 4% | 0.2%
O=C(CC1C(=O)OCC2CCCCN21)Nc1ccccc1C(F)(F)F (configuration not stated) | i | -23% | 1.1% | -15% | 3.7% | -33% | -3% | 26% | -0.2%
Cc1ccc(N(C(=O)Cn2nnc3ccccc32)C(C(=O)NCc2ccco2)c2ccc(C)o2)cc1 (configuration not stated) | i | 17% | 1.2% | -4% | -2.9% | 27% | 11% | -5% | -1.2%
Cc1ccccc1C(=O)NC(C(=O)Nc1nc2c(s1)CCCC2)C(C)C (configuration not stated) | i | 2% | -0.6% | 0% | 24% | -24% | -7% | -8% | -2.5%
COc1cccc(CNCC(=O)Nc2ccc(N3CCOCC3)cc2)c1 | i | 0% | -0.4% | -3% | -1.2% | -4%[20 µM] | 8% | -5% | 0.1%
O=[N+]([O-])c1ccc(S(=O)(=O)Nc2ncccn2)cc1 | . | -5% | 0.4% | -19% | 1.0% | -44% | -6% | 7% | 0.6%
COCCCNC(=S)Nc1ccc2c(c1)OCCO2 | i | -16% | -0.3% | 0% | -4.3% | 27% | -3% | -3% | 0.5%
CCCc1cc2c(=O)c(-c3cscn3)c(C(=O)OCC)oc2cc1O | i | -7% | 0.0% | -1% | 1.8% | -3% | 15% | -2% | -1.3%
COc1ccc(N/C(N)=N/c2nc(C)c(Cc3ccccc3)c(=O)[nH]2)cc1 | . | -24% | -0.3% | -4% | -1.2% | -36%[20 µM] | 15% | 1% | 0.8%
CC1Cc2ccccc2N1S(=O)(=O)c1cccc2nsnc12 (configuration not stated) | i | -5% | -0.9% | -3% | -6.7% | 58% | -1% | -28% | -2.0%
COc1ccc(-c2noc(CCCC(=O)O)n2)cc1 | i | 55% | 0.9% | 3% | 0.3% | 3% | 58%* | -3% | 1.8%
Cc1ccc(S(=O)(=O)Nc2ccc(S(=O)(=O)NCC3CCCO3)cc2)cc1 (configuration not stated) | . | -6% | -0.3% | -2% | -2.0% | -31% | 19% | 11% | -0.6%
(more compounds)
SMILES | Yfh1-depleted yeast | NOD1 NF-kB reporter | West Nile antiviral | Dengue-2 NS5 capping | KOR beta-arrestin-1 | KOR beta-arrestin-2 | NOD2 inhibition | AID2073 | HIV fusion peptide
O=C(Cn1nc(Cl)nc1Cl)c1cc2ccccc2oc1=O | 73µM* | 8% | 0.7% | 5% | -4.5% | 6% | 27% | 3% | 0.1%
COc1ccc(CN(CC(=O)NC2CCCCC2)C(=O)CCC(=O)Nc2nccs2)cc1 | . | -26% | -0.3% | -1% | 2.5% | -13% | -2% | -5% | -0.5%
COC(=O)/C(C#N)=C/c1c(N2CCN(Cc3ccc4c(c3)OCO4)CC2)nc2c(C)cccn2c1=O | i | -14% | 0.0% | -1% | -0.8% | -13% | 14% | 0% | -1.5%
COc1cccc(C(=O)NCC(=O)OCc2ccc(F)cc2Cl)c1 | i | -28% | 0.3% | 0% | 6.5% | -51% | -2% | -9% | 1.5%
COc1ccc(Nc2c3c(nc4ccccc24)CCCC3)cc1OC | i | -20% | -0.8% | 1% | -2.5% | 18% | 14% | -15% | -1.0%
O=C(O)c1ncn(Cc2ccccc2)c1C(=O)O | i | -2% | 0.1% | 3% | 13% | 11% | 8% | -2% | -2.0%
COc1cc(/C=N/S(=O)(=O)c2ccccc2)cc(OC)c1O | . | -16% | -0.2% | -15% | -7.8% | 7% | 16% | 29% | -1.0%
Cc1cc(C)cc(CSc2nnc(C)c(=O)[nH]2)c1 | i | 1% | 0.0% | -1% | -3.6% | 25% | 26% | -3% | 4.0%
O=C(CSc1nc2ccccc2[nH]1)N1CCN(C(=O)c2ccco2)CC1 | i | -35% | 0.2% | -7% | -2.6% | -9% | -1% | -3% | 3.3%
Cn1c(SCC(=O)N/N=C/c2ccc([N+](=O)[O-])s2)nnc1-c1ccccc1 | i | -19% | 0.0% | 2% | 4.6% | -40% | 4% | 4% | 17%
